Compound activity as filed in PubChem.
bCat nuc transl: modulators of beta-catenin nuclear translocation, primary screen, imaging, HeLa cells, immunofluorescence, high-content | actives 0.3% (n = 190,000) | nuclear translocation activity, % at 5 µM | AID 1665, 2009;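 active means nuclear translocation activity above 50% at 5 µM, with a well cell count of 50 or more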;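 further: per-cell ratio of nuclear to cytoplasmic median beta-catenin stain intensity; plate controls were DMSO negative control for no effect and GSK-3 inhibitor IX positive control for full effect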
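assay system = human HeLa cells, endogenous beta-catenin | times = compound treatment 24 h, 37°C, 5% CO2 | detection = Anti-beta-catenin immunofluorescence on PFA-fixed, Triton-permeabilized cells, DAPI nuclei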
Dynein cargo inh: inhibitors of GR-EGFP nuclear translocation, primary screen, dynein cargo transport inhibitor project, imaging, high-content, 3617.4 mouse cells; actives 0.47% (n = 220,000); AID 1381, 2008; test concentration mostly 20 µM; stimulated with dexamethasone, 1 µM; hits give low values; z-score, hits read low;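 active means plate z-score of nuclear minus cytoplasmic receptor signal below a set negative limit, without overly bright fluorescence or cell loss, cut at about -3.5 in these data, passing the limit was not always enough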;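 further: z-score of nuclear minus cytoplasmic ring GR-EGFP intensity difference per well; some compounds called inactive have numbers as strong as hits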
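Buffer or medium: tetracycline-free induction medium containing charcoal-stripped FBS / Reagent: dexamethasone agonist, 1.0 µM final, for 30 min / Technique: automated 10x imaging of fixed Hoechst-stained cells / Times: induction 48 h, compound 1 h, agonist 30 min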
Ins promoter up: insulin promoter activators in MIN6 cells, imaging, high-content screening, mouse beta cells; MIN6 insulin promoter-GFP reporter; hits give high values; z-score at 5 µM; actives 0.3% (n = 190,000); AID 1625, 2009;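 active means z-score above 3 at 5 µM with at least 500 cells counted in the well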
HEK293 NOD2/NF-kB: NOD2 signaling inhibitors, cell-based, luminescence, uHTS, HEK293 (AID 1566) | HEK293 NOD2/NF-kB luciferase reporter, luminescence; higher % means a stronger effect | inhibition, % at 4 µM; hits with a dose series show EC50 in µM | actives 0.63% (n = 290,000); in the data active means inhibition above about 50%; further: many of its hits are not listed in these tables
WT yeast gro inh: growth inhibition of WT strain, primary screen, mitochondrial fusion inhibitor project, WT and mutant strains, chemical genetic; actives 2.1% (n = 190,000); mitochondrial fusion phenotypic screen; inhibition, % at 10 µM; in the data active means inhibition above about 58%; tested in S. cerevisiae
Lipid droplet: inhibitors of hepatocyte lipid droplet formation, primary screen, imaging, high-throughput imaging, BODIPY stain | AID 1656, 2009 | AML12 mouse hepatocytes, oleate lipid droplets | inhibition, % at 6.5 µM | actives 0.4% (n = 240,000);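 active means lipid droplet intensity inhibited by at least 50%, with more than 500 cells counted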
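Material: mouse AML12 hepatocyte cell line, fixed after treatment; Timing: compound with oleate, overnight; Technique: high-content imaging of BODIPY-stained droplets and DAPI nuclei; Probe or stimulus: oleate, 100 µM final; Dosing: compound at 6.5 µM only.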
Autophagy HCS: autophagy modulators in MEF cells, primary screen, imaging, high-content, MEF GFP-LC3; actives 0.98% (n = 190,000); calls only at 10 µM (by protocol); MEF GFP-LC3 puncta imaging; test concentration mostly 10 µM;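 active means percentage of spot-positive cells more than 3 SD above its plate mean, without a fluorescence outlier flag or 80% toxicity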;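 further: spot-positive cell cutoff set from DMSO-treated cells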
Yfh1-off respiration: enhancers of respiration in Yfh1-depleted yeast, dose response, Friedreich's ataxia, plus single-dose screen (AID 1465); S. cerevisiae Yfh1-off respiration, WST-1 reduction, 72 h; higher fold induction means a stronger effect; one-dose fold induction at 50 µM; EC50 in µM for titrated hits; actives 0.074% (n = 220,000);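 active means fold induction of absorbance versus untreated yeast above a set limit, then at least 30% activation at any dose in follow-up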;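 further: activators that raise dye reduction in frataxin-depleted yeast; strong numbers were not always called active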
MT stabilizer: microtubule stabilizers in HeLa cells, primary screen, imaging, high-content imaging | % tubulin-high responders, % at 10 µM | HeLa tubulin immunostaining HCS, 24 h; share of cells brighter than vehicle mean+2SD | actives 0.83% (n = 200,000);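 active means plate Z-score above 3 for both tubulin-high and condensed-nucleus cell shares, with cell loss under 80%, at 10 µM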;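 further: anti alpha tubulin signal scored within the nucleus-defined area of each cell; some results filed as inactive read as strong as hits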
WT yeast gro inh mutant strain: further read-out of WT yeast gro inh, marked with its call; inhibition, %; mitochondrial fusion phenotypic screen, mutant strain inhibition
Dynein cargo inh cytoplasmic EGFP: second read-out of Dynein cargo inh, no call of its own (marks repeat the call); z-score; measured here: cytoplasmic GR-EGFP intensity; hits give high values
Dynein cargo inh nuclear GR-EGFP: also measured in Dynein cargo inh; calls as there; z-score; measured here: nuclear GR-EGFP intensity;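 lower value marks the stronger effect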
Dynein cargo inh cell count: second read-out of Dynein cargo inh, no call of its own (marks repeat the call); z-score; measured here: cell count per field
Ins promoter up cell count: also measured in Ins promoter up; calls as there; cell count; measured here: cytotoxicity, nuclei count;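 total cells summed across four imaged fields per well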
Lipid droplet cells 6.5 µM: recorded beside Lipid droplet, whose call it bears; cell count; measured here: cell count, cytotoxicity flag;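 cells counted across two imaged fields per well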
bCat nuc transl cell count 5 µM: further read-out of bCat nuc transl, marked with its call; cell count; measured here: cell count, cytotoxicity flag
MT stabilizer Hoechst-high %: further read-out of MT stabilizer, marked with its call; % Hoechst-high responders; measured here: nuclear condensation Hoechst responders;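 share of cells brighter than vehicle mean plus two SD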
MT stabilizer cytotoxicity %: second read-out of MT stabilizer, no call of its own (marks repeat the call); toxicity, %; measured here: cytotoxicity by cell density;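 0% = mean cell density of plate MIN control wells and 100% = no cells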
Autophagy HCS cell loss 18 h: second read-out of Autophagy HCS, no call of its own (marks repeat the call); toxicity, %; measured here: cell loss, nuclei count;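 cell loss after 18 h compound exposure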
The depositor's hits bear a star; i = inactive; · = not tested or not shown; + = active, no number. This is a subset; the hit share may differ from the screen's.

SMILES	bCat nuc transl	bCat nuc transl cell count 5 µM	Dynein cargo inh	Dynein cargo inh cytoplasmic EGFP	Dynein cargo inh nuclear GR-EGFP	Dynein cargo inh cell count	Ins promoter up	Ins promoter up cell count	HEK293 NOD2/NF-kB	WT yeast gro inh	WT yeast gro inh mutant strain	Lipid droplet	Lipid droplet cells 6.5 µM	Autophagy HCS	Autophagy HCS cell loss 18 h	Yfh1-off respiration	MT stabilizer	MT stabilizer Hoechst-high %	MT stabilizer cytotoxicity %
Cc1[nH]nc(-c2ccc(OCc3cnn(-c4ccccc4)c3)c(C)c2O)c1Oc1ccccc1	0.5	1349	-0.345	-0.226	-0.48	0.802	-0.07	1130	-4.0%	3.6	-6.2	·	·	i	20.2	i	2.6	3.8	2.0
Cc1cc(=O)[nH]c(SC(C(=O)O)c2ccccc2)n1 (stereo not drawn)	·	·	0.888	-0.234	-0.0331	-0.153	0.45	1358	12.8%	-20.4	-1.1	-10.5	623	i	-3.9	i	1.8	3.9	7.7
CCCCN1C(=S)SC(C)(C)C1/[N+]([O-])=C/c1ccc(S(=O)(=O)NC)cc1 (stereo not drawn)	0.3	1294	0.642	-0.168	0.403	0.0123	1.11	1167	-7.6%	·	·	-9.3	667	·	·	i	·	·	·
O=C(N/N=C\c1coc2ccccc2c1=O)c1ccco1	4.4	960	-0.168	-0.19	-0.303	0.587	0.03	1371	9.3%	·	·	-2.3	767	·	·	i	·	·	·
CCOC(=O)Cc1c(C)nc2c(C#N)c(C)nn2c1C	1.7	1034	-0.389	0.385	0.284	1.6	·	·	-13.0%	2.1	7.9	-3.3	647	i	3.8	i	9.8	4.9	98.4
COc1ccc(CCNC(=O)CSc2nnc(CNC(=O)c3ccccc3F)o2)cc1OC	1.4	1109	-0.23	-0.215	0.491	1.11	-0.79	866	11.2%	-1.1	0.8	5.7	796	i	-4.6	i	2.3	1.0	1.9
CCOC(=O)c1cc(-c2ccc(OC)cc2)nn1-c1ccc(C(=O)O)cc1	-0.4	1100	0.172	-0.348	-0.432	0.995	-0.24	1121	-3.1%	-5.8	-4.0	-21.0	666	i	5.9	i	4.2	1.8	6.3
CCCCCCn1c(CN2CCC(C)CC2)nc2c1c(=O)n(C)c(=O)n2C	-1.0	1187	1.53	-0.106	0.784	-0.595	-0.81	1024	10.2%	14.4	13.2	7.0	708	i	1.3	i	4.1	1.5	5.7
COc1ccc2cc3cc(C(=O)N4CCN(Cc5ccc6c(c5)OCO6)CC4)oc3nc2c1	1.9	1447	-0.548	-0.191	-0.229	0.863	-0.52	1524	0.6%	-1.6	0.5	·	·	i	-4.2	·	2.1	1.7	6.6
Cc1cc([N+](=O)[O-])nn1CC(=O)Nc1cc(F)ccc1F	-1.8	925	1.37	0.246	1.43	-1.38	0.75	1522	4.6%	10.0	1.2	-5.8	608	i	-0.3	i	3.5	1.7	0.8
N#C/C(=C\c1ccc(C#N)cc1)C(=O)c1ccccc1	-2.9	1199	0.137	-0.144	0.26	-0.688	0.01	1496	16.1%	·	·	29.1	786	·	·	i	·	·	·
O=C(c1ccc(Cl)cc1)N(Cc1cccs1)C1CCS(=O)(=O)C1 (stereo not drawn)	·	·	-0.435	-0.279	-0.143	0.643	0.2	1168	10.4%	2.5	-1.6	-4.5	666	i	-0.4	i	2.2	0.3	26.9
O=C(c1ccccc1)N1CCCc2ccccc21	0.9	1005	-0.512	-0.252	-0.299	-0.271	-0.47	1023	14.9%	-4.1	6.9	-15.3	750	i	-3.8	·	7.1	3.3	2.5
Cc1ccccc1-n1c(SCC(=O)N2CCCC2)nnc1-c1ccccn1	2.0	808	-0.632	-0.228	-0.193	1.3	1.31	942	6.1%	-18.3	-24.2	·	·	i	-11.9	i	2.7	1.6	2.1
C/C(=N\NC(=O)C(=O)Nc1ccc(C)c(Cl)c1)c1ccncc1	0.1	1248	-0.0484	0.176	0.245	0.134	-0.85	987	3.1%	10.4	1.5	-54.6	639	i	8.8	i	2.5	2.0	0.3
COc1ccc2nc(NC(=O)CS(=O)(=O)Cc3ccccc3)sc2c1	-1.9	1111	0.0941	-0.345	0.0933	-0.148	0.27	1387	-25.8%	2.6	5.8	-0.7	678	+	3.7*	i	11.9	1.9	8.2
Cc1ccc(NC(=O)C(C)N2C(=O)c3ccccc3C2=O)cc1 (stereo not drawn)	-2.3	1207	-0.675	-0.338	-0.276	0.0775	0.25	1132	0.8%	-59.4	-8.3	·	·	i	-6.6	i	3.6	5.0	6.7
Cc1ccc(N2CCN(S(=O)(=O)N(C)C)CC2)c(C)c1	-0.1	1103	-0.921	-0.215	-0.392	1.13	-0.55	1938	-24.6%	5.1	-1.9	6.5	665	i	19.5	i	1.8	1.4	2.3
Cc1ccc(Cn2nnc3c(=O)n(CC(=O)N4CCCc5ccccc54)cnc32)cc1	1.5	1128	0.162	-0.0717	0.677	-1.69	0.29	1113	-4.9%	-1.2	7.2	-11.1	769	i	1.0	i	3.2	1.6	2.6
O=P(Cc1ccccn1)(c1ccccc1)c1ccccc1	0.2	1250	0.0887	-0.17	0.000932	-0.47	-0.2	1549	23.2%	3.5	-2.9	·	·	i	-6.0	i	1.2	2.4	5.9
COC(=O)c1c(-c2ccc(C)cc2)csc1NC(=O)c1c(-c2ccccc2)noc1C	6.5	1065	-0.5	-0.305	-0.582	0.15	0.13	1271	12.1%	1.1	-3.7	38.0	647	i	-4.2	i	2.8	2.1	0.1
COCCNC(=O)C(OC(=O)C1=Cc2ccccc2OC1)C(C)C (stereo not drawn)	-1.6	917	-0.277	-0.243	0.0713	0.333	0.16	1354	3.2%	-17.0	-6.6	3.5	651	i	-12.1	i	2.7	1.6	2.6
O=C(O)CCC(=O)N1N=C(c2ccccc2)CC1c1ccc2nccnc2c1 (stereo not drawn)	-2.1	1036	0.169	-0.265	0.0568	0.566	-0.48	1444	11.7%	-2.8	2.2	4.1	631	i	-14.1	i	4.5	2.7	8.4
COc1ccccc1C(=O)N1CCN(S(=O)(=O)c2ccccc2)CC1	-2.2	704	-0.895	0.537	-0.19	0.554	-0.19	965	22.5%	3.7	24.4	·	·	i	-3.6	i	1.9	1.2	5.2
COc1cccc(NC(=O)Cn2c(=O)n(CCC(=O)NC3CCN(Cc4ccccc4)CC3)c(=O)c3ccccc32)c1	1.7	1358	2.65	-0.455	1.31	-1.67	2.07	1026	-10.0%	·	·	-12.4	681	·	·	i	·	·	·
Cn1c(SCC(=O)Nc2cc(C(C)(C)C)nn2-c2ccccc2)nc2ccccc21	-4.2	1131	-0.496	-0.298	-0.478	-0.0336	-0.34	1458	1.6%	14.0	-10.0	4.1	684	i	6.9	i	3.2	2.1	3.6
COC(=O)c1ccc2nc(-c3ccc4c(c3)OCO4)cn2c1	0.8	954	-0.345	-0.295	-0.274	0.272	0.04	1361	-98.6%	1.1	7.8	14.4	740	i	-32.3	i	3.2	2.0	5.1
Cc1cccc(NC(=O)CSc2nc3c(c(=O)[nH]2)CCC3)c1C	-2.9	1108	0.0796	-0.164	0.01	-0.0604	-0.18	1464	-16.4%	-4.8	0.2	-2.9	674	i	17.3	i	5.0	2.0	6.6
CC(=O)Nc1cccc(Oc2ncnc3scc(-c4ccccc4)c23)c1	3.3	1067	-0.748	-0.0949	-0.308	-0.634	-0.02	1573	-14.6%	41.2	-1.7	-5.7	698	i	-7.1	i	1.6	4.2	5.6
CCOC(=O)C(C#N)c1ccccn1 (stereo not drawn)	-1.2	1125	-0.649	-0.235	-0.894	0.514	-0.18	1315	-15.0%	-10.8	-3.3	3.9	801	i	2.7	i	2.9	0.9	1.6
CCOc1ccc2nc(Cl)c(CN(C(C)=O)C3CCCCC3)cc2c1	0.2	1545	-0.712	-0.228	-0.0268	0.832	·	·	5.6%	20.5	-14.5	-27.6	664	i	-3.8	i	2.7	1.8	9.6
c1ccc(-c2noc(-c3ccncc3)n2)nc1	-5.8	1008	4.11	-0.0913	3.17	-2.72	0.41	1124	-43.2%	1.3	-6.0	·	·	i	-11.4	i	4.6	1.5	11.5
CC(C)NS(=O)(=O)c1ccc(CCC(=O)NCc2ccncc2)cc1	0.2	1584	-0.0692	-0.284	0.0865	0.14	-0.04	1542	4.9%	-7.7	-4.0	-0.8	754	i	1.0	i	2.7	2.4	9.0
